# GLP1R ag – qHTS of GLP-1 Receptor Agonists; Glucagon-like peptide 1 receptor (Homo sapiens), P43220; HEK293 GLP-1R CRE-luciferase, luminescence, 4-6 h; cells express a hypersensitive GLP-1R form; Potency, µM (series often up to 45.6 µM), for the others: at the top dose activation, usual class: activators; 0.007% of 380,000 active; AID 624172, 2012; note: potency is the fitted concentration of half-maximal effect; % of control where 0% means no effect
# Target sequence (P43220 whole entry, looked up): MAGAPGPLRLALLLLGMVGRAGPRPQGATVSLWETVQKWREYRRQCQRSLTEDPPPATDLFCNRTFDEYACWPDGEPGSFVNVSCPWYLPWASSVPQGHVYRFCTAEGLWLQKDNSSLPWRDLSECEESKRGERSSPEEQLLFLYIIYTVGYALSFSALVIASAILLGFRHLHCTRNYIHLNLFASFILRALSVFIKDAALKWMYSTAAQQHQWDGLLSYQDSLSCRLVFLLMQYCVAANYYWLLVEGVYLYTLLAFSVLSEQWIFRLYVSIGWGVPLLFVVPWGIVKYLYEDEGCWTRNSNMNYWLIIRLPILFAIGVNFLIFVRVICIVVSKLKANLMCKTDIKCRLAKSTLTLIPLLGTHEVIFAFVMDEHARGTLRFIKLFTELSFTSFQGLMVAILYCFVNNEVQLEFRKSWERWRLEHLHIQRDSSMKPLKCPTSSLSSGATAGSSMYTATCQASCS
# D3 antag – qHTS of D3 Dopamine Receptor Antagonist: qHTS; D(3) dopamine receptor (Homo sapiens), P35462; D3R cells, DiscoveRx beta-arrestin luminescence, antagonist mode; active compounds read low; max response, negative = inhibition, %; 2.5% of 360,000 active; in the data active = max response below about -50%; inconclusive = no clear call, values can overlap the other calls; note: % is set by controls: 0 for no effect and ±100 for the full control effect; mostly tested at two doses, the higher about 12 µM
# Target sequence (P35462 whole entry, looked up): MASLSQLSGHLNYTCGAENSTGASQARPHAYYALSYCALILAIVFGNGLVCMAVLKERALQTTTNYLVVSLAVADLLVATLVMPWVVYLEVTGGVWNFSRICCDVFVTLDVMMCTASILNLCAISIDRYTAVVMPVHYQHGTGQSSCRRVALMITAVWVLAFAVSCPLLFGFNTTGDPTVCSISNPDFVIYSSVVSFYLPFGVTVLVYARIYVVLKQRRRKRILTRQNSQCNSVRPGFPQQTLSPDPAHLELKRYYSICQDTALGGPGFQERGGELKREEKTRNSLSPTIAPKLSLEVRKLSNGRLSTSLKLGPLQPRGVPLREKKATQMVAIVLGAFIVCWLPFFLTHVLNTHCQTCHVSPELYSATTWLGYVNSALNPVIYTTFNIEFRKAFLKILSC
#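 Cells expressing the human receptor were seeded at 1500 cells/well, incubated overnight at 37 degrees C in 5% CO2, then exposed to library compounds with dopamine controls for 90 minutes at 37 degrees C before luminescent detection.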
# IL2 activator – qHTS of IL-2 Activators; IL-2 activation reporter assay, cell-based qHTS; stimulated with anti-CD3/CD4/CD28 beads; in transgenic mouse T cells; activation, % (series mostly up to about 46 µM); 0.065% of 360,000 active; in the data active = activation above about 50%; inconclusive = mostly about 30% to 49%; note: 0% is about no effect
#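 EGFP and DsRed fluorescence is measured by plate cytometry in unstimulated transgenic mouse T cells exposed to compound for 60 minutes, then stimulated 18 hours at 37 degrees C with anti-CD3/anti-CD4 beads plus anti-CD28.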
# GLP-1R inv ag – qHTS of GLP-1 Receptor Inverse Agonists (Inhibition Mode). Glucagon-like peptide 1 receptor (Homo sapiens), P43220. HEK293 GLP-1R CRE-luciferase, luminescence, 24 h; GLP-1R form is constitutively active. Potency, µM (doses to about 38.3 µM), inactives show at the highest dose activity change, negative = inhibition, most hits filed as inhibitors. 1.6% of 410,000 active. AID 624417, 2012; note: potency is the fitted concentration of half-maximal effect; % is set by controls: 0 for no effect and ±100 for the full control effect; nearly all actives have a fitted effect of over 55% in size
#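 HEK293 cells stably co-expressing a cAMP-responsive luciferase reporter and constitutively active GLP-1R were seeded, incubated 12 h, then exposed to compounds for 24 h at 37 C. Luminescence was read 12 min after detection reagent; inverse agonists lower signal.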
# PI5P4Ka inh – qHTS for Inhibitors of phosphatidylinositol 5-phosphate 4-kinase (PI5P4K). PI5P4Kalpha enzyme, ADP-Glo luminescence, 60 min; active compounds read low. Phosphatidylinositol 5-phosphate 4-kinase type-2 alpha (Homo sapiens), P48426. max response, %. 1.2% of 330,000 active; active = max response of -50% or lower; inconclusive = between -30% and -50%; inactive = -30% or higher; note: value at the top dose of about 77 µM; % is set by controls: 0 for no effect and ±100 for the full control effect
#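 Controls without substrate or without enzyme flank wells where PI5P4Kalpha converts substrate using 5 microM ATP (final). Incubation lasts 60 minutes at room temperature; ADP formed is read by ADP-Glo luminescence.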
# PLK1 PBD block – qHTS for Inhibitors of PLK1-PDB (polo-like kinase 1 - polo-box domain): Primary Screen. Serine/threonine-protein kinase PLK1 (Homo sapiens), P53350. Plk1 PBD binding of FITC phosphopeptide, fluorescence polarization. Potency, µM, inactives show max response, negative = inhibition, most hits filed as inhibitors. 2.8% of 360,000 active; note: potency is the fitted concentration of half-maximal effect; series mostly up to about 57 µM; % is set by controls: 0 for no effect and ±100 for the full control effect; nearly all actives have a fitted effect of over 65% in size
# HEK293 tox – qHTS of GLP-1 Receptor Inverse Agonists: Cytotox Screen | HEK293 cAMP-luciferase reporter cells, luminescence, 24 h | Potency, µM (highest dose often 38.3 µM), without a hit: at the highest dose activity change, negative = inhibition, most hits filed as inhibitors | 0.13% of 410,000 active | AID 624418, 2012;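 note: loss of luciferase light is scored as toxicity; potency is the fitted concentration of half-maximal effect; % is set by controls: 0 for no effect and ±100 for the full control effect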
#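 Cells in DMEM/10% Nu serum/1% pen-strep, 1536-well format. Pre-incubated 12 h, dosed with 23 nL compound, incubated a further 24 h. Luciferase detection, 12 min at room temp, luminescence.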
# WRN helicase inh – qHTS for Inhibitors of WRN Helicase | 0.46% of 360,000 active | Potency, µM (doses to about 114 µM), without a hit: top-dose activity change, negative = inhibition, hits mostly inhibitors | WRN helicase unwinding, fluorescent forked duplex, kinetic; note: potency is the fitted concentration of half-maximal effect; % is set by controls: 0 for no effect and ±100 for the full control effect; nearly all actives have a fitted effect of over 55% in size
#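 Screening of the MLSMR collection measured strand separation of a quenched forked DNA duplex (100 nM) by 20 nM WRN with 2 mM ATP, all final. Compounds were preincubated with enzyme 15 min at room temperature.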
# D3 ag – qHTS of D3 Dopamine Receptor Agonist: qHTS | D(3) dopamine receptor (Homo sapiens), P35462 | D3R DiscoveRx beta-arrestin cells, luminescence, 90 min | max activation, % | 0.58% of 410,000 active; in the data active = max activation above about 30%; note: 0% is about no effect; mostly tested at two doses, the higher about 12 µM
#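 Agonist-mode cell screen: cells plated at 1500/well and incubated overnight at 37 °C, then exposed to library compounds for 90 min at 37 °C. Detection reagent was added for 30–60 min at room temperature, and luminescence was read.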
# Numbers without * were called inactive; i = inactive; ? = inconclusive; nt = not tested or not shown; [ ] = remark or other dose. Unless noted, calls come from the whole dose curve; as a rule, active = well fitted curve in the direction sought with a large enough effect; inconclusive = small, poorly fitted or top-dose-only effect, or another doubt; inactive = no such curve, though single readings can be large; an effect the other way counts as inactive or inconclusive. An unsorted share of the library; 7.8% or so of the library scored in one or more.
SMILES,GLP1R ag,D3 antag,IL2 activator,GLP-1R inv ag,PI5P4Ka inh,PLK1 PBD block,HEK293 tox,WRN helicase inh,D3 ag
CCCc1nnc(NC(=O)CCC(=O)N2CCC(Cc3ccccc3)CC2)s1,-6%,7,1.9,1%,7,-3%,4%,-3%,1
C=CCn1c(COc2ccccc2)nnc1SCC(=O)N/N=C/c1cc(Cl)ccc1O,5%,-24,-2.4,?,0,-18%,31%[activator],?,-3
O=C(NCc1cccnc1)c1ccc(CN2CCc3ccccc3C2)cc1,-9%,-75*,2.3,?,-6,-23%,-15%,5%,0
CCOC(=O)c1sc(NC(=O)CN2CC(C)OC(C)C2)nc1C (centres undefined),8%,7,-4.6,28%,-6,-3%,-6%,8%,5
CCn1c(C)cc(/C=C2/NC(=O)N(Cc3ccccc3F)C2=O)c1C,9%,-1,-4.3,-19%,-2,-16%,-4%,-2%,1
CC(NC(=S)NC(=O)c1cccs1)c1ccccc1 (centres undefined),29%,-15,1.0,?,7,-11%,?,-3%,-17
O=C(CSc1nc(O)c(C2CCCCC2)c(=O)[nH]1)Nc1ccc(F)cc1,-2%,2,-1.7,8%,6,-7%,3%,0%,5
CC(OC(=O)c1ccc2c(=O)n3c(nc2c1)CCC3)C(=O)NC1CCCCC1C (centres undefined),2%,-12,-6.3,0%,-1,-7%,3%,-24%,-1
CCn1c(SC)nnc1-c1sc2cc(Cl)ccc2c1Cl,1%,0,0.0,?,-1,-1%,-18%,-5%,-2
CN(C)CCCNC(=S)N(CCN(C)C)Cc1cc2cc3c(cc2[nH]c1=O)OCCO3,-1%,-3,-0.2,15%,-1,-23%,-1%,55%[activator],-1
COc1cc(F)ccc1-c1cc(C(=O)NCc2ccc(C(F)(F)F)cc2)[nH]n1,2%,-11,0.4,?,4,2%,-15%,-5%,-18
Cc1cccc(Nc2n[nH]c(=S)s2)c1C,-1%,-13,0.4,3%,nt,30µM*,0%,-15%,-12
O=C(COc1ccccc1Cl)Nc1cccnc1,0%,-16,0.7,12%,2,-4%,16%,-9%,-4
Cc1cc(=O)oc2cc(OC(C)C(=O)Nc3nccs3)ccc12 (centres undefined),8%,-4,-1.7,-1%,nt,-7%,-18%,-4%,-6
O=C(NCCCN1CCOCC1)c1ccc(Sc2ccccc2Cl)c([N+](=O)[O-])c1,0%,-20,1.1,3.5µM*,9,-5%,-11%,-6%,-5
Cc1cc2n(n1)C(c1ccccc1)CC(c1ccc(Br)cc1)=N2 (centres undefined),5%,-8,0.9,?,5,?,72%[activator],-10%,-6
CC(C)OC(=O)C1=C2SCC(=O)N2C(N)=C(C#N)C1,0%,-8,-0.7,7%,-6,-12%,-19%,-4%,4
O=C(COc1ccc2ccc(=O)oc2c1)NCCCN1CCCC1=O,-3%,16,-2.0,11%,-1,5%,-4%,3%,-1
CNC(=O)CN1C(=O)c2ccccc2S1(=O)=O,1%,0,0.2,-3%,-7,-17%,1%,4%,-11
COc1ccc(N2CCN(C(=O)c3ccc(COc4ccc5c(C)cc(=O)oc5c4)cc3)CC2)cc1,8%,3,-1.7,27%,-5,-1%,22%,1%,10
O=[N+]([O-])c1ccccc1Nc1cccc(F)c1,10%,10,-0.3,?,-3,4%,4%,-1%,8
CC(=O)c1cccc(N(C(=O)CNC(=O)c2ccco2)C(C(=O)NC2CCCC2)c2ccncc2)c1 (centres undefined),0%,-1,-2.5,-12%,4,-10%,13%,-13%,-25
O=C(c1ccc(Cl)c([N+](=O)[O-])c1)N(c1ccccn1)c1ccccn1,-1%,34,-2.3,0%,-3,-10%,20%,-27%,-8
COc1ccc(S(=O)(=O)N2CCCC2C(=O)Nc2nnc(-c3cccnc3)s2)cc1 (centres undefined),-1%,4,-0.4,-118%,nt,27µM*,-16%,-22%,7
C/C(=N\Nc1cccc(C(F)(F)F)c1)c1ccc(O)cc1,7%,-3,0.6,?,2,-14%,1%,-1%,9
# Continuation.
SMILES,GLP1R ag,D3 antag,IL2 activator,GLP-1R inv ag,PI5P4Ka inh,PLK1 PBD block,HEK293 tox,WRN helicase inh,D3 ag
Cn1c(=O)c2ccccc2n(Cc2ccccc2Cl)c1=O,19%,14,0.0,4%,6,?,2%,-3%,-9
Cc1nc2ccc([N+](=O)[O-])cc2nc1C,11%,15,-1.5,18%,2,2%,-2%,-2%,-2
CCCC(=O)Nc1ccccc1NC(=O)C1CCCCC1,14%,-3,-1.6,-4%,nt,2%,4%,-1%,1
CCSc1nnc(N2C(=O)c3ccc(C(=O)c4ccc(C(=O)O)cc4)cc3C2=O)s1,-5%,-18,0.2,2%,-85*,-11%,0%,1%,-3
CC(C)C1Cc2[nH][nH]c(=O)c2C(c2ccc(Cl)cc2)O1 (centres undefined),0%,-1,1.3,-18%,-9,-26%,-20%,0%,-5
CCC(C)C(NC(=O)c1ccccc1NC(=O)c1ccco1)C(=O)NNC(=O)c1ccc(OC)cc1 (centres undefined),-3%,-3,-2.4,7%,7,-23%,5%,-22%,-3
O=C(O)c1cc(S(=O)(=O)Nc2ccccc2C(=O)O)ccc1O,-10%,-7,-1.4,-1%,-54*,?,8%,-10%,3
CCN(CC)CCN(C(=O)Cn1nnc(-c2ccc(OC)c(OC)c2)n1)C(C(=O)NC1CCCC1)c1ccc(F)cc1 (centres undefined),2%,-21,-0.8,-8%,nt,-9%,4%,-7%,-13
COc1cccc(/C=C/C(=O)OCC(=O)c2cc(C)n(CC3CCCO3)c2C)c1OC (centres undefined),2%,25,-0.4,?,-2,3%,12%,-4%,2
COc1ccc(OC)c(NC(=O)COc2ccc(S(=O)(=O)NC(C)C)cc2)c1,15%,-18,-1.0,4%,nt,-9%,-3%,-16%,3
Cc1cc(/C=C2/SC(=O)N(CC(=O)N3CCOCC3)C2=O)c(C)n1-c1ccccc1F,-2%,8,0.2,3%,5,-4%,-7%,-9%,-2
NC1=NN(c2c(Cl)cc(Cl)cc2Cl)C(=O)C1,-16%,-10,-5.4,-28%,15,1%,-1%,-22%,2
COc1ccc(S(=O)(=O)NC(C)C(=O)Nc2ccccc2C(F)(F)F)cc1 (centres undefined),-1%,-15,1.1,3%,nt,-17%,-18%,-10%,-2
O=c1oc2cc(O)ccc2cc1-c1nc2ccccc2o1,-6%,64,3.0,-21%,-24,11µM*,i,-21%,5
CCc1c(C(=O)NC2CCCc3ccccc32)[nH]c(C)c1C(C)=O (centres undefined),6%,16,1.5,?,-3,3%,-11%,4%,-5
COCCNC(=O)C(c1ccc(Cl)cc1)N(CCOC)C(=O)CCC(=O)Nc1nccs1 (centres undefined),1%,-22,-0.1,14%,-6,-18%,13%,5%,-2
COc1cccc(-c2nn(-c3ccccc3)cc2C(=O)O)c1,-13%,-4,-0.3,-26%,-7,0%,-1%,-2%,2
CC(NC(=O)c1cc(Br)cs1)C1CCCO1 (centres undefined),0%,10,1.2,6%,9,-20%,-6%,-3%,2
CCCC(=O)Nc1c(-c2ccccc2OC)c(=O)c2ccccc2n1C,0%,-17,-4.2,16%,-3,7%,-2%,2%,10
O=S(=O)(c1ccc(OCc2ccc(Br)cc2)cc1)N1CCOCC1,9%,-11,0.4,6%,-2,-8%,2%,0%,-8
N/C(Cc1ccc([N+](=O)[O-])cc1)=N\OC(=O)c1cccc(Br)c1,6%,-3,1.3,-3%,-1,?,6%,-3%,5
CCC1NC(=S)NC(C)=C1C(=O)c1ccccc1 (centres undefined),7%,20,-2.8,-4%,-1,1%,-7%,4%,2
COc1ccc(S(=O)(=O)N2CCC(C(=O)c3ccc4c(c3)OCCO4)CC2)cc1,8%,-17,0.2,-13%,nt,-1%,9%,-3%,-6
CCN1C(=O)[C@H]2[C@@H](c3ccc(C)cc3)N3C(=O)N(c4ccccc4)C(=O)[C@@]3(CC)[C@H]2C1=O,9%,19,-0.7,13%,6,4%,11%,-7%,-12
Cc1c(/C(O)=C2\C(=O)C(=O)N(CCN(C)C)C2c2cccnc2)cnn1-c1ccccc1 (centres undefined),-21%,78,-2.4,18%,7,-2%,5%,-7%,-3

# One compound at a time (already shown). Order of values: GLP1R ag, D3 antag, IL2 activator, GLP-1R inv ag, PI5P4Ka inh, PLK1 PBD block, HEK293 tox, WRN helicase inh, D3 ag
# COCCNC(=O)C(c1ccc(Cl)cc1)N(CCOC)C(=O)CCC(=O)Nc1nccs1 (centres undefined) is entered as 1%, -22, -0.1, 14%, -6, -18%, 13%, 5%, -2
# CC(C)C1Cc2[nH][nH]c(=O)c2C(c2ccc(Cl)cc2)O1 (centres undefined) is entered as 0%, -1, 1.3, -18%, -9, -26%, -20%, 0%, -5
# CCCC(=O)Nc1c(-c2ccccc2OC)c(=O)c2ccccc2n1C is entered as 0%, -17, -4.2, 16%, -3, 7%, -2%, 2%, 10

# More entries
SMILES,GLP1R ag,D3 antag,IL2 activator,GLP-1R inv ag,PI5P4Ka inh,PLK1 PBD block,HEK293 tox,WRN helicase inh,D3 ag
O=C(COC(=O)CNC(=O)c1ccccc1F)Nc1ccc2[nH]c(=O)[nH]c2c1,-2%,6,-2.5,20%,0,-2%,7%,-16%,4
O=C1c2ccccc2C(=O)C1Cc1cccc2ccccc12,8%,10,-1.9,0%,nt,6.7µM*,-11%,-7%,3
Cc1cc(NC(=O)CSCC(=O)Nc2cccc(S(=O)(=O)N3CCCCCC3)c2)no1,5%,-3,-3.6,?,-7,-5%,1%,-6%,-10
CCN1CCN(CCNC(=O)c2ccc(/C=C3/Sc4ccccc4N(Cc4ccccc4C)C3=O)cc2)CC1,18%,-1,-2.9,?,-2,-9%,66%[activator],-5%,-3
O=C(O)C(Oc1ccc2c3c(c(=O)oc2c1)CCC3)c1ccccc1 (centres undefined),6%,-16,-0.6,26%,-4,-16%,-17%,-10%,8
Oc1c(Br)cc(Br)cc1CNc1cccc2cccnc12,-1%,-58*,0.5,?,-27,-6%,-18%,-3%[11.6 µM],-3
